Bioassay records deposited in PubChem by several laboratories.
PPARg SRC1 recr: PPARgamma-driven SRC-1 recruitment agonism. PPARgamma-SRC-1 coactivator recruitment biochemical assay. activation, % at 8 µM. actives 0.41% (n = 200,000); in the data active = activation above about 19%;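 also: 0% = DMSO and 100% = reference agonist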
bIAP act: increases bovine intestinal alkaline phosphatase activity; actives 0.17% (n = 200,000); AID 1016; activation factor at 20 µM; purified bovine IAP, CDP-star luminescence, 30 min; hits give high values; fold of DMSO-control signal, blank-subtracted;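 active = activation factor of 2 or more at 20 µM, a signal rise over negative controls twice the positive control's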
ROMK mod: human ROMK K+ channel modulation, primary screen; P48048; Tet-inducible ROMK, thallium flux fluorescence; actives lie on both sides; B-score at 10 µM; actives 2% (n = 130,000); AID 1918;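 active = signal ratio slope over the read window, or its plate-corrected B-score, at least 3 SD from the plate mean, either direction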;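 also: B-score of the F/F0 ratio slope over 7 to 12 s after thallium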
bIAP inhibitor: blocks bovine intestinal alkaline phosphatase activity | purified bovine IAP, CDP-star luminescence, 30 min | inhibition, % at 20 µM | 190,000 tested, under 10 active | AID 1019;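 active = over 50% inhibition of intestinal alkaline phosphatase at 20 µM in the single-dose screen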
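test system = bovine IAP enzyme | medium = DEA buffer 100 mM, pH 9.8, with MgCl2 1.0 mM, ZnCl2 0.02 mM | detection = luminescence | dosing = single compound dose of 20 µM, 2% DMSO final | incubation = 30 min reaction at room temperature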
PPARg SRC-3 ag: promotes SRC-3 coactivator recruitment by human PPARgamma. P37231. biochemical PPARgamma/SRC-3 coactivator recruitment assay. activation, % at 8 µM. actives 0.26% (n = 200,000); in the data active = activation above about 23%;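 also: 0% = DMSO and 100% = reference agonist; some compounds past the cut are filed as inactive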
SRC2 TRFRET art: TR-FRET artefact, counter-screen to PPARgamma/SRC-2 agonist assay | hits give high values | TR-FRET ratio at 8 µM | actives 0.4% (n = 200,000); in the data active = TR-FRET ratio above about 2000; also: inactives centre near 1500
TLR4 MyD88 comp: blocks binding of human TLR4 to MyD88; HeLa CL3-4 TLR4/MyD88 BLA complementation, FRET ratio; AID 861; inhibition, % at 8.4 µM; actives 0.18% (n = 200,000); O00206+Q99836; in the data active = inhibition above about 25%;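 also: 0% = vehicle and 100% = reference inhibitor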
L major viab: Leishmania major promastigote growth inhibition; actives 9% (n = 200,000); inhibition, % at 10 µM; Leishmania major promastigotes, resazurin fluorescence viability; AID 1063; in the data active = inhibition above about 50%;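 also: promastigotes grown with compound for 44 hours at 28 °C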
PPARg SRC-2 ag: promotes SRC-2 coactivator recruitment by human PPARgamma; P37231; PPARgamma LBD-SRC-2 recruitment, biochemical; activation, % at 8 µM; actives 0.34% (n = 200,000); AID 1032; in the data active = activation above about 22%;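 also: 0% = vehicle and 100% = reference agonist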
S1P3 antag: blocks the human S1P3 receptor | CHO S1P3 NFAT-BLA reporter, FRET fluorescence, antagonist mode | AID 485 | Q99500 | actives 0.27% (n = 170,000) | inhibition, % at 4.98 µM;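 active = inhibition above the plate cutoff, the mean inhibition of test wells on that plate plus 3 SD, cut at about 28% in these data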;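 also: cells challenged with S1P at its EC80 of 0.8 µM; blue over green emission ratio from cleaved BLA substrate after 4 h stimulation; 0% = S1P-stimulated wells and 100% = unstimulated DMSO-only wells; some compounds past the cut are filed as inactive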
Redox H2O2 prof: compounds producing H2O2 with reducing agent – biochemical, NIH compound library profiling, artefact control for MLSCN library redox annotation, primary screen; DTT-dependent redox cycling H2O2, phenol red/HRP absorbance; 100% = 100 µM peroxide control, 0% = buffer; activation, % at 10 µM; actives 0.03% (n = 200,000); AID 878;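 active = activation of at least 50% relative to the plate's high and low controls in the primary single-dose screen; inactive = activation below 50%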;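 also: compound incubated with DTT at 0.8 mM final as the reducing agent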
* marks the source's active call; other numbers are inactive results; . = no result given. An unsorted share of the library; overall some 11% were active at least once.

[1] CC(C)Cn1c(N)c(C(=O)COC(=O)c2ccc(Cl)cc2)c(=O)n(C)c1=O
[2] CCCC(=O)Nc1ccc(NC(=O)Cc2ccccc2)cn1
[3] CCOC(=O)c1c(C)c(-c2ccccc2)n(CC(=O)NCCC(C)C)c1C
[4] Fc1cccc(NCc2ccoc2)c1
[5] O=C(NCc1ccco1)Nc1ccc2nsnc2c1
[6] O=C(c1ccc(Cn2cc(Cl)cn2)cc1)N1CCN(c2ccccc2)CC1

entry no.,1,2,3,4,5,6
PPARg SRC-2 ag,-11,2,2,3,8,0
Redox H2O2 prof,-0.4,-0.1,0.4,-1.4,3.0,1.2
S1P3 antag,4,.,.,-24,-3,.
bIAP act,1.1,0.9,1,0.9,0.9,1
L major viab,18,-4,-7,-4,7,5
bIAP inhibitor,-13,9,-1,6,10,-4
PPARg SRC-3 ag,-2,0,2,0,10,-1
TLR4 MyD88 comp,-12,10,2,-7,13,9
PPARg SRC1 recr,-2,-4,1,4,7,1
SRC2 TRFRET art,1503,1425,1750,1661,1649,1526
ROMK mod,0.78,-0.17,.,-0.17,2.3,-1.3

[7] CSc1ncccc1C(=O)OCC(=O)c1cccs1
[8] COCC(=O)Nc1ccc(OC)c(Cl)c1
[9] CC(=O)c1ccc(NC(=O)CSc2nnc(Cn3cnc4ccccc43)o2)cc1
[10] COc1ccc(S(=O)(=O)CCC(=O)Nc2ccc(OC)cc2OC)cc1
[11] COc1ccc(C)cc1NC(=O)c1cc2c(s1)CCC2
[12] O=C(COC(=O)Cc1ccc2c(c1)OCCO2)Nc1ccc(S(=O)(=O)N2CCCC2)cc1

entry no.,7,8,9,10,11,12
PPARg SRC-2 ag,-4,-5,-8,1,4,5
Redox H2O2 prof,0.2,0.4,0.2,-7.9,0.6,-1.5
S1P3 antag,-6,-16,-1,.,26,.
bIAP act,1,1.1,1,0.8,0.8,0.9
L major viab,-9,-1,-4,-4,0,-4
bIAP inhibitor,1,-6,1,19,25,15
PPARg SRC-3 ag,-2,1,4,-3,6,3
TLR4 MyD88 comp,-15,-11,-14,17,-5,-3
PPARg SRC1 recr,-6,2,1,2,1,2
SRC2 TRFRET art,1490,1491,1531,1397,1406,1599
ROMK mod,1.5,-0.4,-0.017,.,.,0.14

[13] OC(CNC1CCCC1)COc1ccc(-c2ccccc2)cc1 (stereo not drawn)
[14] Cc1ccnc(NC(=O)Cc2ccc([N+](=O)[O-])cc2)c1
[15] COC(=O)c1c(S(C)(=O)=O)nc(-c2ccccc2)[nH]c1=O
[16] Cc1cc(Cl)ccc1NC(=S)N(CCCN1CCOCC1)Cc1cccs1
[17] COCCNc1oc(COc2cccc(C)c2)nc1C#N
[18] CCOC(=O)c1c(C)[nH]c(C)c1C(=O)COC(=O)[C@@H]1CCCN1S(=O)(=O)c1ccc(Cl)cc1

entry no.,13,14,15,16,17,18
PPARg SRC-2 ag,2,0,2,14,10,5
Redox H2O2 prof,-1.2,-0.8,-0.1,-0.4,0.2,0.5
S1P3 antag,13,6,-20,-3,-4,.
bIAP act,0.9,1.3,0.9,0.9,0.8,1
L major viab,98*,-6,-3,21,-4,6
bIAP inhibitor,8,-28,5,9,15,2
PPARg SRC-3 ag,4,1,4,4,3,-5
TLR4 MyD88 comp,-12,7,8,-3,-13,7
PPARg SRC1 recr,-2,0,6,3,1,3
SRC2 TRFRET art,1588,1474,1677,1742,1633,1695
ROMK mod,-3.4,-0.12,-0.048,-1.1,-0.76,.

[19] CCC1(CC)NC(=O)N(CC(=O)NCc2ccc3c(c2)OCO3)C1=O
[20] CN1CCc2c(c3ccccc3n2Cc2ccccc2)C1
[21] CCS(=O)(=O)NCCCc1ccccc1
[22] Cc1cc(C)c(S(=O)(=O)N2CCCC(C(=O)NCCC3=CCCCC3)C2)c(C)c1 (stereo not drawn)
[23] O=c1oc2ccccc2c2[nH]ccc12
[24] CCn1c(N)c(Br)c(=O)[nH]c1=O

entry no.,19,20,21,22,23,24
PPARg SRC-2 ag,3,-1,0,-9,4,9
Redox H2O2 prof,0.1,-1.2,1.6,2.2,-1.2,-2.9
S1P3 antag,.,-18,-34,.,0,-7
bIAP act,0.9,1.1,0.9,0.9,1.1,1.2
L major viab,3,100*,-2,-4,6,-9
bIAP inhibitor,7,-11,8,7,-12,-22
PPARg SRC-3 ag,5,-3,-6,10,0,-1
TLR4 MyD88 comp,-3,15,-5,-12,17,-5
PPARg SRC1 recr,0,2,-9,8,8,3
SRC2 TRFRET art,1600,1314,1393,1583,1685,1712
ROMK mod,0.35,.,.,.,-0.058,0.32

[25] COC(=O)c1ccc(CSc2nc(N)cc(N)n2)cc1
[26] Cc1cc(/C=C2/C(=O)N(C)C(=S)N2C)ccc1N1CCCC1
[27] CC(=O)Nc1ccccc1OC(C)C(=O)NC(C)c1ccc(F)cc1 (stereo not drawn)
[28] O=[N+]([O-])c1cccc(S(=O)(=O)c2cccc([N+](=O)[O-])c2)c1
[29] Cc1cc(NS(=O)(=O)c2ccc(NC(=O)CSc3nnc(-c4ccco4)n3Cc3ccco3)cc2)nc(C)n1
[30] C=C(C)CSc1nc(C)c(Cc2ccccc2)c(=O)[nH]1

entry no.,25,26,27,28,29,30
PPARg SRC-2 ag,0,7,3,0,-6,-1
Redox H2O2 prof,-0.5,0.5,0.1,-0.6,0.0,-3.0
S1P3 antag,-7,-5,1,-3,-8,-3
bIAP act,0.8,0.9,0.7,1,0.9,0.9
L major viab,2,2,-2,-2,-7,-9
bIAP inhibitor,18,9,32,3,13,10
PPARg SRC-3 ag,-3,8,0,2,2,4
TLR4 MyD88 comp,-15,-8,-16,-6,5,11
PPARg SRC1 recr,3,-2,-3,1,-8,0
SRC2 TRFRET art,1625,1635,1516,1352,1693,1684
ROMK mod,.,-1.1,1.1,0.75,1.3,.

[31] Cc1ccc(-n2c(-c3ccncc3)nnc2-c2cccs2)cc1
[32] COc1ccc(CN2CCN(C(=O)c3ccco3)CC2)cc1OC
[33] Cc1ccc(C)n1NC(=O)c1ccccc1O
[34] CCOC(=O)Cc1nnc(NC(=O)CSc2nncn2C)s1
[35] CNc1nc(-c2ccc3c(c2)CCN3C(=O)c2ccc(F)cc2)cs1
[36] Cc1ccc(Nc2nc(NCc3ccco3)c3ccccc3n2)cc1

entry no.,31,32,33,34,35,36
PPARg SRC-2 ag,0,2,2,6,0,4
Redox H2O2 prof,1.7,0.4,2.1,-0.5,-0.2,-1.0
S1P3 antag,-8,-17,.,-24,10,2
bIAP act,.,1.1,1,1,1.1,0.8
L major viab,5,-4,-9,-8,3,101*
bIAP inhibitor,.,-12,0,5,-6,24
PPARg SRC-3 ag,7,3,-6,3,3,0
TLR4 MyD88 comp,-7,6,-6,-8,3,-4
PPARg SRC1 recr,6,9,0,1,15,-6
SRC2 TRFRET art,1576,1529,1452,1642,1611,1522
ROMK mod,.,-0.44,.,1.1,0.32,-0.23

[37] NNC(=O)c1ccc(N2CCCCCC2)c([N+](=O)[O-])c1
[38] CC(=O)c1ccc(N2CCN(C(=O)COc3ccccc3F)CC2)c(F)c1
[39] COc1cccc(-c2nnc(SC(C(=O)c3c[nH]c4ccccc34)c3ccccc3)n2C)c1 (stereo not drawn)
[40] O=C(N/N=C/c1ccc(N2CCOCC2)o1)c1cccc(C(F)(F)F)c1
[41] Cc1cc(C)c2nc(C(F)(F)F)nc(NCCCN3CCCC3=O)c2c1
[42] CCOC(=O)NC(=O)C(/C=N/c1sccc1C(=O)OC)=C(\C)O
[43] CCCCn1cnc2cc(NCc3ccncc3)ccc21
[44] O=C1N=C(N2CCOCC2)S/C1=C\c1ccc(-c2ccccc2Cl)o1

entry no.,37,38,39,40,41,42,43,44
PPARg SRC-2 ag,9,-2,-3,24*,6,-2,4,4
Redox H2O2 prof,-1.0,0.4,.,-0.5,-0.3,0.0,1.1,1.4
S1P3 antag,5,.,5,.,24,-14,-16,-1
bIAP act,0.8,1,1,0.9,0.9,0.9,0.9,1
L major viab,-3,2,98*,3,3,-2,-2,1
bIAP inhibitor,15,3,-1,6,10,8,7,-3
PPARg SRC-3 ag,1,-13,0,13,-18,-2,0,4
TLR4 MyD88 comp,8,-6,-4,-5,16,6,0,4
PPARg SRC1 recr,2,-1,-3,12,2,2,1,-2
SRC2 TRFRET art,1550,1465,1705,1609,1497,1426,1497,1604
ROMK mod,0.17,-1.4,.,-0.48,-1.5,0.33,-0.16,.

Entries listed so far containing a thiophene ring, fused or not (five):
[7] CSc1ncccc1C(=O)OCC(=O)c1cccs1
[11] COc1ccc(C)cc1NC(=O)c1cc2c(s1)CCC2
[16] Cc1cc(Cl)ccc1NC(=S)N(CCCN1CCOCC1)Cc1cccs1
[31] Cc1ccc(-n2c(-c3ccncc3)nnc2-c2cccs2)cc1
[42] CCOC(=O)NC(=O)C(/C=N/c1sccc1C(=O)OC)=C(\C)O

entry no.,7,11,16,31,42
PPARg SRC-2 ag,-4,4,14,0,-2
Redox H2O2 prof,0.2,0.6,-0.4,1.7,0.0
S1P3 antag,-6,26,-3,-8,-14
bIAP act,1,0.8,0.9,.,0.9
L major viab,-9,0,21,5,-2
bIAP inhibitor,1,25,9,.,8
PPARg SRC-3 ag,-2,6,4,7,-2
TLR4 MyD88 comp,-15,-5,-3,-7,6
PPARg SRC1 recr,-6,1,3,6,2
SRC2 TRFRET art,1490,1406,1742,1576,1426
ROMK mod,1.5,.,-1.1,.,0.33
